Dynein cargo inh: inhibitors of GR-EGFP nuclear translocation, primary screen, dynein cargo transport inhibitor project, imaging, high-content, 3617.4 mouse cells | test concentration mostly 20 µM; stimulated with dexamethasone, 1 µM; hits give low values | z-score, hits read low | 220,000 compounds, 0.47% hits;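 active means plate z-score of nuclear minus cytoplasmic receptor signal below a set negative limit, without overly bright fluorescence or cell loss, cut at about -3.5 in these data, passing the limit was not always enough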;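 further: z-score of nuclear minus cytoplasmic ring GR-EGFP intensity difference per well; some compounds called inactive have numbers as strong as hits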
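Buffer or medium – tet-free medium with charcoal-stripped serum · Signal – automated 10x imaging of fixed Hoechst-stained cells · Also added – dexamethasone agonist, 1.0 µM final, for 30 min · Incubation – induction 48 h, compound 1 h, agonist 30 min · Read-out – GR-EGFP nuclear translocation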
P. falciparum M1AAP: P. falciparum M1AAP inhibitors, biochemical, fluorogenic H-Leu-NHMec substrate, 1536-well (AID 1445); Aminopeptidase N (Plasmodium falciparum (isolate 3D7)); recombinant M1AAP, H-Leu-NHMec fluorogenic kinetic assay; higher % means a stronger effect; inhibition, % at 30 µM; hits with a dose series show IC50 in µM; 220,000 compounds, 0.42% hits;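 active means primary inhibition above the hit cutoff, then over 50% inhibition at one or more dose response concentrations, cut at about 23% in these data, passing the limit was not always enough; inconclusive means conflicting primary data, or primary hits not chosen for dose response; inactive means low primary inhibition, or under 50% at every dose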;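 further: plate controls were DMSO full reaction for no effect and no enzyme background for full effect; strong numbers were not always called active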
NOD1 inhibition: NOD1 signaling inhibitors, primary screen, cell-based, luminescence, uHTS (AID 1578); NOD1-driven NF-kB luciferase reporter cells, luminescence; higher % means a stronger effect; inhibition, % at 4 µM, or EC50 in µM where a hit was titrated; 290,000 compounds, 1% hits; in the data active means inhibition mostly above about 36%, no sharp cut-off; inactive means mostly below about 34%;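 further: HEK-293T reporter cells stimulated with the NOD1 agonist gamma-tri-DAP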
P. falciparum M17LAP: P. falciparum M17LAP inhibitors, primary screen, biochemical, fluorogenic H-Leu-NHMec substrate, 1536-well (AID 1619); recombinant M17LAP, H-Leu-NHMec fluorogenic kinetic assay; higher % means a stronger effect; one-dose inhibition, % at 30 µM; IC50 in µM for titrated hits; 220,000 compounds, 0.38% hits; Leucine aminopeptidase (Plasmodium falciparum (isolate 3D7));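 active means compound inhibiting the enzyme by more than half at any dose during confirmatory dose-response retesting; inconclusive means strong single-dose inhibitors picked by rank but not retested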;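 further: plate controls were full reaction with DMSO carrier for no effect and no enzyme background for full effect; strong numbers were not always called active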
KOR beta-arrestin-1: KOR agonists, beta-arrestin recruitment, primary screen, cell-based, luminescence, uHTS (AID 1777); Kappa-type opioid receptor (Homo sapiens); KOR beta-arrestin recruitment, luminescence; higher % means a stronger effect; activation, % at 10 µM; hits with a dose series show EC50 in µM; 280,000 compounds, 0.02% hits; in the data active means activation above about 50%, passing the limit was not always enough; further: a part of the inactive calls stands beside numbers as strong as those of hits
AID2073: inhibitors of Mint1-CaV2.2 protein interaction, biochemical, HTRF (AID 2073) | 290,000 compounds, 0.19% hits | Voltage-dependent N-type calcium channel subunit alpha-1B (Homo sapiens) | HTRF protein-protein interaction, Mint1-CaV2.2; higher % means a stronger effect | inhibition, % at 20 µM; hits with a dose series show IC50 in µM; in the data active means inhibition mostly above about 51%, no sharp cut-off; inconclusive means no clear call, values can overlap the other calls; inactive means mostly below about 53%; further: some results filed as inactive read as strong as hits
KOR beta-arrestin-2: KOR antagonists, beta-arrestin recruitment, cell-based, luminescence, uHTS (AID 1778); Kappa-type opioid receptor (Homo sapiens); 290,000 compounds, 0.091% hits; KOR beta-arrestin recruitment, luminescence, antagonist mode; higher % means a stronger effect; inhibition, % at 10 µM, or IC50 in µM where a hit was titrated; further: strong numbers were not always called active
HEK293 NOD2/NF-kB: NOD2 signaling inhibitors, cell-based, luminescence, uHTS, HEK293 (AID 1566). 290,000 compounds, 0.63% hits. one-dose inhibition, % at 4 µM; EC50 in µM for titrated hits. HEK293 NOD2/NF-kB luciferase reporter, luminescence; higher % means a stronger effect; further: many of its hits are not listed in these tables
GPR55 activation: GPR55 agonists via beta-arrestin recruitment, primary screen, imaging, U2OS cells, beta-arrestin-GFP redistribution (AID 1961); U2OS GPR55 beta-arrestin-GFP redistribution imaging; higher % means a stronger effect; activation, % at 10 µM, or EC50 in µM where a hit was titrated; 290,000 compounds, 0.048% hits;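 active means activation above 40% with more than 50 cells counted in the well; inconclusive means wells holding fewer than 50 cells, flagged as toxic or sparse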;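 further: U2OS osteosarcoma cells stably expressing GPR55 and beta-arrestin-GFP; plate controls were DMSO negative control for no effect and LPI positive control for full effect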
Dynein cargo inh cytoplasmic EGFP: second read-out of Dynein cargo inh, no call of its own (marks repeat the call); z-score; measured here: cytoplasmic GR-EGFP intensity; hits give high values
Dynein cargo inh nuclear GR-EGFP: further read-out of Dynein cargo inh, marked with its call; z-score; measured here: nuclear GR-EGFP intensity;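 lower value marks the stronger effect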
Dynein cargo inh cell count: recorded beside Dynein cargo inh, whose call it bears; z-score; measured here: cell count per field
An asterisk follows results filed as active; u = inconclusive; x = no result given; [ ] = another dose, or the depositor's remark. Unless noted, no stated cut-off is given here; in the data, active means inhibition above about 50%; inactive means the rest.

SMILES	Dynein cargo inh	Dynein cargo inh cytoplasmic EGFP	Dynein cargo inh nuclear GR-EGFP	Dynein cargo inh cell count	P. falciparum M1AAP	NOD1 inhibition	P. falciparum M17LAP	KOR beta-arrestin-1	AID2073	KOR beta-arrestin-2	HEK293 NOD2/NF-kB	GPR55 activation
NC(=O)NC(c1ccc(Cl)cc1)c1ccccc1Cl (stereo not drawn)	-0.4	-0.21	-0.24	-0.068	-3%	-9%	1%	1.5%	u	24%	16%	-0.6%
O=C(Nc1cccc(Cl)c1)c1cnc[nH]1	x	x	x	x	x	-19%	x	3.9%	11%	-17%	-34%	0.0%
O=C(Nc1ccc(Cl)cn1)c1ccc(COc2ccccc2Br)o1	0.27	-0.21	-0.15	0.42	0%	7%	-2%	0.5%	1%	-9%	1%	-0.6%
O=C(Nc1ccc(N2CCOCC2)c(C(=O)O)c1)c1ccco1	0.31	-0.23	0.64	0.45	1%	-3%	4%	-2.2%	0%	-15%	-1%	0.2%
COc1ccc(C(=O)Nc2nncs2)cc1S(=O)(=O)N1CCOCC1	x	x	x	x	x	-28%	x	-5.0%	25%	-8%	-16%	0.3%
Cc1cc2nnc(SCc3ccccc3)n2c(N)n1	-0.16	-0.26	0.053	0.33	2%	8%	7%	-5.8%	6%	-19%	8%	-0.1%
COc1ccc(NC(=O)c2ccc3snnc3c2)cc1	-0.66	-0.17	-0.48	0.9	2%	-11%	7%	0.1%	8%	-39%	19%	-0.2%
CCCNC(=O)CN(C)S(=O)(=O)c1ccc(F)cc1	0.7	-0.23	0.7	-1.3	-1%	42%	23%	2.4%	-3%	-40%	8%	-0.3%
COc1cc2c(c(OC)c1OC)-c1c(cc3c(c1OC)OCO3)C[C@H](C)[C@@](C)(O)C2	0.27	-0.66	0.26	-0.18	5%	-9%	3%	0.8%	-8%	1%	-4%	-0.1%
Cc1ccc(NC(=O)c2oc3ccc(S(=O)(=O)N4CCOCC4)cc3c2C)c(C)c1	-0.45	-0.29	-0.033	0.063	-4%	34%	-5%	2.4%	21%	-36%	14%	-1.2%
CCCCc1ccc(NC(=O)CN2NS(=O)(=O)c3ccccc3C2=O)cc1	0.27	-0.013	0.58	-0.55	2%	8%	53%	0.8%	2%	-4%	2%	0.0%
Cc1c(-n2cccc2C=O)cccc1[N+](=O)[O-]	-0.34	-0.29	0.39	0.37	15%	-27%	5%	-2.1%	0%	-20%[20 µM]	9%	-0.1%
CCOc1cc(/C=N/Nc2nnc(C)n2N)ccc1O	x	x	x	x	x	3%	x	-17%	15%	49%	-2%	-0.2%
COc1ccc(N(C(=O)C(C)C)S(=O)(=O)c2ccc3c(c2)n(C)c(=O)n3C)cc1	-0.29	-0.2	-0.051	0.58	4%	-7%	2%	0.4%	-11%	8%	6%	-0.1%
COc1ccc(/C=N/NC(=O)c2ccncc2)cc1[N+](=O)[O-]	-1.1	-0.27	-0.65	1.1	8%	-19%	5%	-1.1%	3%	1%	-3%	1.3%
COc1ccc(/C=C2/Sc3ccc(C(=O)N4CCc5ccccc5C4)cc3NC2=O)cc1	-0.29	-0.24	-0.061	0.6	2%	-12%	7%	6.8%	7%	10%	4%	-0.2%
Cn1c(CN2CCOCC2)nc2cc(NC(=O)COc3ccccc3)ccc21	0.28	-0.14	0.099	-0.16	0%	-27%	-9%	x	6%	21%[20 µM]	6%	0.1%
CCN(CC)c1ccc(/C=N/NC(=O)Cc2ccc(OC)c(OC)c2)cc1	-0.36	-0.22	-0.57	0.39	13%	1%	0%	-5.0%	-7%	32%	27%	-0.1%
Cc1cccc(N2C(=O)C(O)=C(C(=O)c3cccs3)C2c2cccc(Oc3ccccc3)c2)n1 (stereo not drawn)	-0.89	-0.25	-0.48	0.83	7%	-11%	28%	0.3%	9%	11%	-17%	-0.2%
CCOC(=O)N1CCN(C(=O)C2c3cc(OC)c(OC)cc3C(=O)N3CCc4ccccc4C23)CC1 (stereo not drawn)	-0.59	-0.15	0.19	-0.67	2%	4%	6%	-4.0%	7%	23%	18%	-0.2%
CCCCC1CC(C)(C(=O)CSc2nc3ccccc3s2)OC1=O (stereo not drawn)	-0.19	-0.14	0.0053	0.49	2%	15%	28%	-1.1%	-9%	2%	4%	0.0%
Cc1onc(-c2ccccc2Cl)c1C(=O)NCc1nc(-c2ccccc2)no1	0.078	-0.25	0.21	0.56	1%	16%	-8%	0.2%	-4%	-23%	6%	-0.1%
Cc1ccc(C)c2[nH]c(=O)c(CN(Cc3ccc4c(c3)OCO4)Cc3nnnn3Cc3ccco3)cc12	-0.9	0.21	-0.25	0.67	15%	6%	33%	11%	14%	-62%	-32%	0.0%
NS(=O)(=O)c1ccc(CCNC(=O)/C=C/c2ccc([N+](=O)[O-])cc2)cc1	0.39	-0.22	0.47	-0.56	5%	-37%	10%	-2.9%	9.7µM*	1%	12%	-0.4%
CC(C(=O)N1CCN=C1c1ccccc1)N1C(=O)c2ccccc2C1=O (stereo not drawn)	-0.6	-0.21	-0.21	0.9	4%	7%	7%	-0.3%	5%	-17%	10%	0.2%
SMILES	Dynein cargo inh	Dynein cargo inh cytoplasmic EGFP	Dynein cargo inh nuclear GR-EGFP	Dynein cargo inh cell count	P. falciparum M1AAP	NOD1 inhibition	P. falciparum M17LAP	KOR beta-arrestin-1	AID2073	KOR beta-arrestin-2	HEK293 NOD2/NF-kB	GPR55 activation
Cc1cc(NS(=O)(=O)c2ccc(NC(=O)c3c(F)c(F)c(F)c(F)c3F)cc2)nc(C)n1	x	x	x	x	x	-19%	x	-7.0%	1%	19%	3%	0.4%
Cn1cc(CN2CCCCC2CO)c(-c2ccc(Oc3ccccc3)cc2)n1 (stereo not drawn)	-0.81	1.2	-0.36	0.85	2%	-7%	2%	-1.7%	11%	-18%	18%	0.7%
COc1cc(CNCc2cccc(OC)c2OC)cc(OC)c1	x	x	x	x	x	8%	x	3.5%	11%	-40%[20 µM]	17%	0.8%
COc1ccc(C(=O)n2cc(C(=O)c3cc(C)ccc3O)cn2)cc1OC	-0.81	-0.2	-0.55	0.57	18%	x	17%	5.7%	-2%	x	x	0.9%
Cc1ccc2c(c1)Cc1nc3ccccc3nc1-2	-0.81	-0.14	-0.48	0.79	10%	21%	5%	-4.5%	-1%	-14%	-41%	-0.3%
CC(=O)Nc1ccc(NC(=O)CSc2nnc3c4ccccc4n(C)c3n2)cc1	-0.71	-0.14	-0.49	0.56	5%	-29%	3%	-1.9%	9%	1%	5%	-0.2%
COc1cc2c(cc1OC)C(C)N(C(=O)C(NC(=O)c1ccccc1)C(C)C)CC2 (stereo not drawn)	x	x	x	x	x	-14%	x	-2.7%	0%	-15%	13%	-0.1%
Cc1ccc(-c2noc(CCC(=O)NC3CCN(Cc4ccccc4)CC3)n2)cc1	0.25	-0.28	0.075	0.59	3%	16%	6%	-5.7%	-6%	-11%	16%	-0.3%
CC(C)N1C(=O)N(c2ccccc2)C(C)(O)CC1(C)C (stereo not drawn)	-0.28	-0.3	-0.41	0.43	4%	-19%	4%	1.2%	5%	-25%	1%	0.2%
CCN(CC)S(=O)(=O)c1ccc(NC(=O)COC(=O)CNS(=O)(=O)/C=C/c2ccccc2)cc1	0.22	-0.25	-0.13	0.38	10%	15%	-11%	2.2%	-4%	-29%	5%	0.1%
CC(=O)OCCNc1cc(N2CCN(C)CC2)c2noc3c2c1C(=O)c1ccccc1-3	-0.95	-0.15	-0.39	0.97	9%	-9%	19%	-1.2%	6%	2%	19%	0.0%
CCOC(=O)N1CCN(C(=O)C2CC(=O)N(Cc3ccc(OC)cc3)C2)CC1 (stereo not drawn)	-0.86	-0.13	-0.54	-0.053	-2%	-9%	-2%	-6.9%	2%	-61%	12%	-0.1%
O=C(Nc1ccccc1Cl)C1Cc2ccccc2O/C1=N\O (stereo not drawn)	x	x	x	x	x	-16%	x	-6.3%	-8%	32%	-21%	-0.1%
Cc1ccc2cccc(OCc3cccc([N+](=O)[O-])c3)c2n1	x	x	x	x	x	-14%	x	-3.4%	-5%	-12%	-6%	0.0%
O=C(CCc1nc(-c2ccccc2F)no1)NC1CCCCCC1	-0.78	-0.25	-0.4	0.8	-3%	-3%	2%	-10%	9%	-16%	5%	-0.3%
O=C(O)c1ccc(-n2nnnc2SCc2ccccc2F)cc1	0.19	-0.055	0.37	0.36	-4%	-3%	11%	0.5%	-1%	14%	11%	-0.1%
O=C(O)CC12CC3CC(C1)CC(n1ncc(NCc4ccccc4)c(Cl)c1=O)(C3)C2	0.32	-0.27	0.12	0.13	4%	-3%	8%	2.1%	-6%	27%	19%	0.5%
CCCCn1nnc(NC(=O)c2ccc(-c3cccc([N+](=O)[O-])c3)o2)n1	-1	-0.27	-0.1	0.33	7%	-20%	2%	-2.4%	1%	-33%[20 µM]	6%	-0.1%
S=C(NCCSCc1c(Cl)cccc1Cl)Nc1ccccc1	-0.091	-0.23	-0.22	0.59	-1%	22%	-6%	2.5%	-4%	-7%	2%	0.3%
CC1=NN(C(N)=S)C(=O)C1N=Nc1ccc(Cl)cc1Cl (stereo not drawn)	x	x	x	x	x	66%	x	1.4%	-1%	-17%	-25%	-0.2%
CCc1nc(SCC(=O)NC2CCCC2)c2c(=O)n(C)c(=O)n(C)c2n1	x	x	x	x	x	-10%	x	-5.3%	8%	4%	12%	-0.1%
CC(C)Oc1ccc(C(=O)CCN2CCCCC2)cc1	-0.7	0.045	-0.4	-1.5	4%	11%	-5%	-0.4%	-6%	-55%	3%	-0.2%
Cc1ccc2nc(-c3ccccn3)cc(C(=O)Nc3ccc(S(=O)(=O)N4CCOCC4)cc3)c2c1	0.79	-0.15	0.37	0.055	2%	-43%	-5%	-6.0%	20%	5%	6%	0.2%

Screening results from PubChem BioAssay.

These rows are one share of the data; rates above refer to the full screens.
